MgcRacGAP inhibition: MgcRacGAP GTPase-activating activity inhibitors, confirmation, biochemical, ADP Hunter fluorescence; Rac GTPase-activating protein 1 (Homo sapiens); MgcRacGAP-stimulated Rac1 GTP hydrolysis, ADP Hunter fluorescence; higher % means a stronger effect; GST-tagged Rac1 F28L mutant substrate; one-dose inhibition, % at 30 µM; IC50 in µM for titrated hits; actives 0.6% (n = 340,000);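 active = first-screen hits whose inhibition reached a set limit at any dose in the follow-up dose series; inconclusive = inhibition above the set first-screen limit but never retested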;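 also: fluorescence reports GDP produced by GAP-driven GTP hydrolysis; strong numbers were not always called active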
West Nile virus CPE: West Nile virus antiviral activity, cell-based, CPE readout (AID 1621) | CPE inhibition, % at 10 µM, or IC50 in µM where a hit was titrated | actives 0.02% (n = 290,000) | West Nile virus-infected cells, CPE inhibition; higher % means a stronger effect; in the data active = a potency from the dose series; inconclusive = CPE inhibition mostly from about 3.7% at the one dose, without a potency; inactive = the rest, 99 in 100 with CPE inhibition below about 2.2%; also: strong numbers were not always called active
Large T inhibition: SV40 large T antigen inhibitors, biochemical (AID 1903) | SV40 large T antigen ATPase/helicase inhibition assay; higher % means a stronger effect | one-dose inhibition, % at 20 µM; IC50 in µM for titrated hits | actives 0.39% (n = 310,000); in the data active = a potency from the dose series; inconclusive = inhibition mostly from about 32% at the one dose, without a potency; inactive = the rest, 99 in 100 with inhibition below about 32%; also: strong numbers were not always called active
Dengue-2 NS5 capping: Dengue-2 NS5 methyltransferase inhibitors, primary screen, biochemical, confirmation dose response (AID 588689); Genome polyprotein (Dengue virus type 2 (strain 16681-PDK53)); Dengue-2 NS5 methyltransferase capping enzyme assay, biochemical; higher % means a stronger effect; inhibition, % at 25 µM; hits with a dose series show IC50 in µM; actives 0.3% (n = 340,000); in the data active = a potency from the dose series; inconclusive = inhibition above about 29% without an active follow-up result
Salmonella PhoP GFP: inhibitors of PhoP regulon expression, primary screen, Salmonella Typhimurium, GFP reporter (AID 1863) | inhibition, % at 50 µM, or IC50 in µM where a hit was titrated | actives 0.16% (n = 300,000) | S. Typhimurium PhoP-regulated promoter GFP reporter, 4 h; higher % means a stronger effect;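 active = inhibition over 29.93%, a cutoff 3 SD above the screen mean, later confirmed by dose response; inconclusive = inhibition over 29.93% but no dose response follow-up; inactive = inhibition at most 29.93% or unconfirmed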;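 also: 0% = low Mg2+ inducing control and 100% = high Mg2+ repressing control; strong numbers were not always called active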
NTR1 agonist: agonists of NTR1, primary screen, imaging, U2OS cells, beta-arrestin-GFP, high content (AID 493036); NTR1-U2OS beta-arrestin-GFP spot imaging, agonist mode; Neurotensin receptor type 1 (Homo sapiens), P30989; activation, % at 20 µM; actives 0.17% (n = 330,000);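 active = activation at or above 40% of the spot to cytoplasm intensity ratio, with at least 20 cells analyzed; inconclusive = wells under 20 cells, flagged as cytotoxic or low count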;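 also: 0% = DMSO without peptide and 100% = 100 nM NTR1 peptide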
Target sequence (P30989 whole entry, looked up): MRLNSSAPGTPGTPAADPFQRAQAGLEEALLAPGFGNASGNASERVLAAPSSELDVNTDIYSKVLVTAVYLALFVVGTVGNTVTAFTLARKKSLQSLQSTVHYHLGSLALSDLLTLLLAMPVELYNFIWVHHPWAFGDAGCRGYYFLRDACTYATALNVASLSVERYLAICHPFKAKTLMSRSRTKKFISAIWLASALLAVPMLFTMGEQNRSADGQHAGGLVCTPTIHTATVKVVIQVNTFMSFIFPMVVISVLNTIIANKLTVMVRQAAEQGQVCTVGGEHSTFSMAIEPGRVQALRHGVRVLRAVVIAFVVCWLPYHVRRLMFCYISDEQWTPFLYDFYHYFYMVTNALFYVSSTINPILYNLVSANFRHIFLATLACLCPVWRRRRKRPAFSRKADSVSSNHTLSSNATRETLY
T cell HTS: modulators of CD8 T cell-vesicle binding, primary screen, mouse 2C CD8+ T cells, flow cytometry. actives 0.068% (n = 330,000). calls only at 7 µM. 2C CD8+ T cell-vesicle binding; stronger effect = lower value. AID 2052, 2009;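 active = response, share of CD8 T cells binding vesicles, and their 90th percentile fluorescence all below set limits, cut at about 80% in these data, passing the limit was not always enough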
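incubation = binding step 1.5 h, 37 °C, antibody labelling 20 min, ice | test system = 2C mouse CD8+ T cells | read-out basis = percent CD8+ FL2 mean versus row control | controls = Peptide-free naked vesicles (low) and QL9 vesicles with 0.7% DMSO vehicle (high) | detection = flow cytometry of vesicle-bound cells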
UTI89 phage lysis: inhibition of K1F phage lysis, E. coli UTI89, bacterial capsule biogenesis inhibitors, alamar blue (AID 488966); actives 0.02% (n = 340,000); inhibition, % at 100 µM, or IC50 in µM where a hit was titrated; E. coli UTI89 K1F phage lysis, alamar blue, 2 h; higher % means a stronger effect;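 active = phage lysis inhibition, versus mean bacterial control, above a set limit; inconclusive = no clear call, values can overlap the other calls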;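 also: capsule biogenesis inhibitors block K1F phage lysis so surviving cells raise fluorescence; higher fluorescence means more inhibition of phage lysis; actives were called in the ten point dose series up to 300 µM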
RSV CPE inhibition: RSV antiviral activity via CPE protection, HEp-2 cells, primary 10 µM value included (AID 2391). HEp-2 cells, RSV-induced CPE inhibition; higher % means a stronger effect. CPE inhibition, % at 10 µM, or IC50 in µM where a hit was titrated. actives 0.13% (n = 310,000); in the data active = a potency from the dose series; inconclusive = CPE inhibition mostly from about 23% at the one dose, without a potency; inactive = the rest, 99 in 100 with CPE inhibition below about 21%; also: strong numbers were not always called active
T cell HTS vesicle-bound %: second read-out of T cell HTS, no call of its own (marks repeat the call); double positive events, %; measured here: CD8+ vesicle-bound cell fraction;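 binding gate set so that unloaded-vesicle control wells show 10% double positive cells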
NTR1 agonist cell count 20 µM: also measured in NTR1 agonist; calls as there; cell count; measured here: cell count, cytotoxicity flag
Dengue-2 NS5 capping pilot replicate: recorded beside Dengue-2 NS5 capping, whose call it bears; inhibition, %; measured here: pilot screen replicate inhibition
* hit, by the source's call; i = inactive; ? = inconclusive; . = no result given; & = joins results of further samples; [ ] = dose if it differs, or a comment.

SMILES | MgcRacGAP inhibition | West Nile virus CPE | Large T inhibition | Dengue-2 NS5 capping | Salmonella PhoP GFP | NTR1 agonist | NTR1 agonist cell count 20 µM | T cell HTS | T cell HTS vesicle-bound % | UTI89 phage lysis | RSV CPE inhibition | others
CC(=O)c1ccc(S(=O)(=O)Nc2ccc(C(=O)NCC(c3cccs3)N3CCOCC3)cc2)cc1 (centres undefined) | -6.3% | . | 17.6% | -0.7% | 11.6% | 1.7 | 74 | i | 44.7 | 0.1%[50 µM] | -0.2%
CN1CCN(c2nnc(-c3cccs3)c3ccccc23)CC1 | -1.8% | -0.4% | 24.2% | -4.5% | 3.2% | 0.8 | 55 | i | 37.5 | 5.6% | -0.2%
CCOC(=O)c1ccc(NC(=O)CN2C(=O)CN(C(C)=O)C2=S)cc1 | -3.2% | -0.6% | -10.4% | -6.5% | 0.6% | 0.0 | 58 | i | 65.3 | -0.3% | -0.4%
COc1ccc(N(CC(=O)N2c3ccccc3CC2C)S(=O)(=O)c2c(C)nn(C)c2C)cc1 (centres undefined) | -1.5% | -0.2% | -2.3%&-4.2% | -4.2% | -7.3% | -1.8 | 96 | i | 20.1 | -0.5% | 0.7%
COc1ccc(CNS(=O)(=O)c2ccc3c(c2)N(C(C)=O)CC(C)S3)cc1 (centres undefined) | -0.3% | -0.7% | -4.5% | 6.4% | -6.2% | -0.1 | 68 | i | 28.0 | 0.1% | 1.9%
O=C(NCC1CCCO1)C1CC(=O)N(C2CCCCCC2)C1 (centres undefined) | 3.2% | 0.2% | 16.5% | -4.5% | -12.7% | -2.0 | 34 | i | 26.3 | -0.3% | 0.3%
Cc1ccc(C)c(NC(=O)CCc2nnc3ccc(NCc4ccco4)nn23)c1 | 8.4% | -0.8% | 1.7% | -11.8% | -2.0% | -1.0 | 62 | i | 16.1 | 2.1% | 2.1%
CCOC(=O)c1c(CN2CCC(C)CC2)oc2ccc(OC)cc12 | 6.6% | 0.7% | -0.5% | -6.2% | -5.0% | 1.7 | 96 | i | 33.4 | 2.0% | -0.5%
COc1ccc(-n2c3nc4ccccc4nc3c3c(=N)oc(C)nc32)cc1 | 5.0% | ? | 13.4% | 3.9% | -7.5% | 3.5 | 39 | i | 54.7 | 0.2% | 5.0%
Cc1noc(C)c1C(=O)N1CCC(C(=O)c2ccccc2)CC1 | 9.1% | 0.0% | 9.4% | -3.1% | 0.9% | -0.3 | 49 | i | 47.2 | -0.2% | .
COC/C=C/C1=CC2=CC(=O)C(C)(OC(=O)c3cnc4ccccc4n3)C(=O)C2=CN1C(CO)CO (centres undefined) | 10.8% | 0.1% | 17.6% | 24.6% | -4.6% | -3.1 | 59 | i | 46.4 | 1.6% | 0.5%
CC(C)(Cc1ccc(O)cc1)NC(=O)SCc1ccccc1 | -0.1% | -1.1% | -4.8% | -2.0% | -3.4% | 0.5 | 65 | i | 47.0 | 0.1% | 5.4% | Dengue-2 NS5 capping pilot replicate=0.9
COc1ccc([C@H]2CC(=O)C=C(c3ccc4cc[nH]c4c3)C2)cc1 | -5.0% | . | . | -4.8% | . | 2.2 | 60 | i | 33.8 | -0.7% | 3.3%
NC(=O)CC(NC(=O)c1cccc(Br)c1)c1ccc(N2CCN(c3ccc(F)cc3)CC2)c([N+](=O)[O-])c1 (centres undefined) | 9.3% | -0.4% | 9.1% | -7.1% | -10.0% | 3.7 | 85 | i | 21.9 | 1.2% | ?
CCOC(=O)c1ccc(N2C(=O)C(O)=C(C(C)=O)C2c2ccccn2)cc1 (centres undefined) | 4.7% | 0.2% | 22.2% | -2.4% | -5.2% | -2.9 | 82 | i | 46.5 | -0.1% | 0.7%
COc1ccc(NC(=O)CN2C(=O)COc3ccc(S(=O)(=O)N4CCOCC4)cc32)cc1Cl | 8.9% | -0.4% | 23.5% | -15.4% | -6.6% | -1.3 | 48 | i | 10.0 | 0.1% | 0.6%
O=C(COc1ccc(F)cc1Br)Nc1ccccc1N1CCOCC1 | -9.4% | . | . | 2.9% | . | 6.6 | 57 | . | . | -0.7%[50 µM] | .
Cn1c(=O)[nH]c(=O)c2c1nc(N1CCN(CCO)CC1)n2Cc1ccccc1Cl | -8.0% | 0.1% | 7.5% | -19.4% | -4.7% | -0.5 | 51 | i | 60.0 | -0.6% | 0.9%
COc1cc(/C=N/NC(=O)C(NC(=O)c2ccccc2)c2n[nH]c(=O)c3ccccc23)ccc1OCC(N)=O (centres undefined) | 2.5% | 0.6% | 10.8% | -9.3% | -3.6% | 0.2 | 45 | i | 28.1 | -0.6% | 0.6%
CC(=O)Nc1cccc(OCC(=O)NC(C)C(C)C)c1 (centres undefined) | 7.6% | 0.5% | 8.3% | -8.2% | -7.8% | 1.0 | 89 | i | 35.3 | 0.1% | 0.7% | Dengue-2 NS5 capping pilot replicate=-5.2
CC1=CC(C)C2(CO)COC(c3ccc(O)cc3)C1C2C (centres undefined) | 4.8% | -0.2% | 13.4% | -3.7% | -4.6% | -1.3 | 30 | i | 23.1 | -1.7% | 1.9%
Cc1cc(C)nc(SCC(=O)OCC(=O)Nc2nc3ccccc3s2)n1 | 7.8% | 0.0% | 4.4% | -5.5% | 3.7% | 9.1 | 90 | i | 12.5 | 0.7% | 1.6%
Fc1ccccc1CSc1ncnc2sc3c(c12)CCCC3 | 3.8% | 0.5% | 8.9% | -5.1% | 3.6% | 2.4 | 42 | i | 49.8 | 4.7% | 8.3%
Cc1cc2nnc(SC3CCCCN(C(=O)c4ccc(F)cc4)C3=O)n2c2ccccc12 (centres undefined) | 4.1% | . | 10.2% | -11.3% | 5.4% | 1.2 | 97 | i | 55.4 | -0.5% | 2.5%
CS(=O)(=O)N(CC(=O)NCC1CCCO1)c1cc(Cl)c(Cl)cc1Cl (centres undefined) | 8.4% | -0.4% | 2.2% | 1.6% | -8.0% | 0.5 | 40 | i | 32.1 | 2.5% | -1.8%
Cc1ccc(NC(=O)CCNS(=O)(=O)c2cccc3nonc23)cc1Cl | 7.5% | -0.9% | 0.9% | -5.1% | 1.8% | 2.6 | 39 | i | 49.2 | -0.1% | -0.7%
CNC(=O)c1c(I)c(C(=O)NCC(=O)Nc2c(I)c(C(=O)O)c(I)c(C(=O)NCCO)c2I)c(I)c(N(C)C(C)=O)c1I | -3.9% | . | 12.8% | -2.2% | -5.0% | 0.7 | 49 | i | 21.9 | -2.8% | 0.6%
O=C(COC(=O)[C@@H]1CC(O)CN1S(=O)(=O)c1ccc2c(c1)OCCO2)Nc1ccccc1F (some centres undefined) | 1.9% | -0.1% | 26.2% | 4.5% | -8.2% | -0.5 | 48 | i | 36.3 | 0.1% | 0.3%
CCOC(=O)/C=C1\CN(Cc2cc(OC)c(OC)c(OC)c2)S(=O)(=O)c2ccc(C(F)(F)F)cc21 | 11.2% | -0.9% | 12.2% | -0.7% | 4.5% | 1.5 | 63 | i | 9.8 | -0.1% | 0.3%
O=C(Nc1cccc(O)c1)c1ccc(NC(=O)c2cccs2)cc1 | 7.5% | -0.4% | 23.6% | 0.0% | -8.0% | -0.3 | 59 | i | 67.1 | ? | 2.1%
O=C1C=C(c2ccc(-c3ccccc3)cc2)C[C@@H](c2ccc(F)cc2)C1 | 0.5% | . | . | -4.0% | . | -0.7 | 59 | i | 43.4 | 0.5% | 4.2%
O=C(Cn1c(=O)oc2ccccc21)NC(=O)NCc1ccco1 | 5.6% | -0.3% | 5.9% | -7.2% | 3.8% | -2.4 | 55 | i | 15.2 | 0.4% | 0.7%
CC(C)(C)c1ccc(-n2ncc3c2CCCC3NC(=O)c2ccncc2)cc1 (centres undefined) | 5.5% | -1.4% | 10.5% | -1.3% | -5.0% | 1.2 | 60 | i | 30.3 | 0.0%[50 µM] | 2.4%
Cc1ccc(N=C2NC(=O)c3cccc([N+](=O)[O-])c32)cc1 | 4.5% | -0.3% | 0.4% | -1.5% | -1.2% | 1.8 | 65 | i | 31.4 | 6.3% | 6.8%
CCOC(=O)C1=C(CS(=O)(=O)c2ccc(Cl)cc2)NC(=O)NC1c1ccc(O)c(OC)c1 (centres undefined) | 7.1% | -0.6% | 13.6% | -10.8% | 0.1% | -0.3 | 71 | i | 39.9 | 0.3% | 1.7%
C[C@H](CO)N1C[C@H](C)[C@@H](CN(C)S(C)(=O)=O)Oc2c(NC(=O)Nc3ccccc3)cccc2C1=O | 5.0% | . | . | -26.2% | . | 2.7 | 42 | i | 2.4 | -0.1% | .
O=C(CSCc1ccccc1)Nc1cccc(C(=O)Nc2ccccc2C(=O)O)c1 | 13.3% | 0.3% | -0.2% | 3.2% | -5.8% | 1.8 | 56 | i | 41.2 | 1.8% | 5.2%
Nc1cc(-c2ccccc2)nn1Cc1ccc(Cl)cc1 | 5.0% | -0.7% | 9.4% | 2.1% | -1.9% | 3.7 | 51 | i | 43.3 | 1.4%[50 µM] | 4.7%
Cn1cc(-c2cccc(Cl)c2)cc(C#N)c1=O | 5.3% | 0.1% | 3.0% | 2.2% | 0.7% | 2.2 | 29 | i | 49.6 | 0.4% | 0.7%
CC[C@@H]1C=C(C(=O)O)[C@H](c2ccc(C#N)cc2)N1S(=O)(=O)c1ccc(C)cc1 | 5.8% | . | . | -5.9% | . | -1.3 | 49 | i | 17.7 | -0.1% | .

Looked up one by one from the entries so far (2):
SMILES | MgcRacGAP inhibition | West Nile virus CPE | Large T inhibition | Dengue-2 NS5 capping | Salmonella PhoP GFP | NTR1 agonist | NTR1 agonist cell count 20 µM | T cell HTS | T cell HTS vesicle-bound % | UTI89 phage lysis | RSV CPE inhibition | others
O=C1C=C(c2ccc(-c3ccccc3)cc2)C[C@@H](c2ccc(F)cc2)C1 | 0.5% | . | . | -4.0% | . | -0.7 | 59 | i | 43.4 | 0.5% | 4.2%
Cc1ccc(NC(=O)CCNS(=O)(=O)c2cccc3nonc23)cc1Cl | 7.5% | -0.9% | 0.9% | -5.1% | 1.8% | 2.6 | 39 | i | 49.2 | -0.1% | -0.7%

Screening results (PubChem)
